CCR6 antag: CCR6 (human) receptor antagonism | CHO-K1 CCR6 PathHunter beta-arrestin, luminescence, CCL20-stimulated | inhibition, % at 20 µM | 340,000 compounds, 0.49% hits;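 active means compounds whose inhibition of the agonist-driven luminescence signal at 20 µM reaches about 50%, limit read from the data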;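 further: cells stimulated with CCL20 at 14 nM final; plate controls were DMSO with CCL20 for no effect and DMSO without agonist for full effect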
Target sequence (P51684 whole entry, looked up): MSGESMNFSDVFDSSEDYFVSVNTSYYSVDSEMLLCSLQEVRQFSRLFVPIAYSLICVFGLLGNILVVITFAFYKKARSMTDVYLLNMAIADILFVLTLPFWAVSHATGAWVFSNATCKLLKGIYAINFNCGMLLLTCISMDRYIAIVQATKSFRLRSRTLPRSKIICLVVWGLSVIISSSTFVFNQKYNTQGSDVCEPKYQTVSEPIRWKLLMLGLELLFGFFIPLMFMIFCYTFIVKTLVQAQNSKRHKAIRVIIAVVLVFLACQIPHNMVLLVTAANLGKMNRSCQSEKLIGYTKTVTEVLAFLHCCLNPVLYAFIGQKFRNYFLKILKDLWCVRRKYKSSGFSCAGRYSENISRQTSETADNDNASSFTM
UPR XBP1 act: adaptive UPR (XBP1) activation; activation, % at 20 µM; 330,000 compounds, 0.33% hits; CHO-XBP1 luciferase reporter, IRE1-XBP1 UPR activation, luminescence; percent of tunicamycin response, DMSO as zero;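 active means versus positive control, 20 µM dose yields 30% or more activation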;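 further: 100% = tunicamycin at 10 µg/mL and 0% = DMSO only wells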
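Material – CHO cell line with stable XBP1 luciferase reporter · Buffer or medium – F12 plus 10% FBS · Compound – single point, 20 µM final compound, 1% DMSO · Schedule – 16-18 h cell attachment at 37 °C, then 6 h compound exposure · Signal – Steady-Glo luminescence read · Benchmarks – high control tunicamycin 10 µg/mL final, low control DMSO vehicle only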
697 NFkB inh: lowers PMA/ionomycin-induced NF-kB signal in 697 B cells; 330,000 compounds, 0.33% hits; 697 B-cell NF-kB luciferase reporter, 16 h; inhibition, % at 4 µM; AID 435022; in the data active means inhibition above about 35%
CXCR6 inh: inhibitors of human CXCR6 receptor. CHO-K1 PathHunter CXCR6 beta-arrestin, luminescence. inhibition, % at 20 µM. 360,000 compounds, 0.36% hits. AID 602244; in the data active means inhibition above about 34%, passing the limit was not always enough;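 further: antagonist mode with CXCL16 agonist at 10 nM final; 0% = 10 nM CXCL16 with DMSO and 100% = unstimulated wells without agonist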
Target sequence (O00574 whole entry, looked up): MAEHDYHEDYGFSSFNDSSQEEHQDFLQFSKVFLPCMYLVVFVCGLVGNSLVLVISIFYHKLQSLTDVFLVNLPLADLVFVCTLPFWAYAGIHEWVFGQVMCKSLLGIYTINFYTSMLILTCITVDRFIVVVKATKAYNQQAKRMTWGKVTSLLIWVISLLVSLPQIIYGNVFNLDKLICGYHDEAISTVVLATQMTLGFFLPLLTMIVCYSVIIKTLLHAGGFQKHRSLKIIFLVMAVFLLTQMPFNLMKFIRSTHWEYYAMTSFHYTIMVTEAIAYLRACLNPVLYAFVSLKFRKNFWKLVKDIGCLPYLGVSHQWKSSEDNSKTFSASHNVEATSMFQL
Jurkat NFkB inh: lowers PMA/ionomycin-induced NF-kB signal in Jurkat cells; PMA/ionomycin-induced NF-kB luciferase reporter, luminescence; inhibition, % at 4 µM; 330,000 compounds, 0.53% hits; in the data active means inhibition above about 50%
Gli-Sufu antag: blocks Gli-Sufu signaling in a luciferase reporter; inhibition, % at 5 µM; AID 588413; 340,000 compounds, 0.74% hits; Sufu-KO-LIGHT fibroblasts, Gli luciferase reporter luminescence;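 active means inhibition above about 55%, limit read from the data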;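 further: 0% = DMSO-treated cells and 100% = wells with medium but no cells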
Mdm2 MdmX PPI: human Mdm2/MdmX binding inhibition; SaOS-2 split-luciferase Mdm2/MdmX complementation, luminescence; inhibition, % at 8 µM; 330,000 compounds, 3% hits; AID 485346;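 active means inhibition of at least 50% at 8 µM in the primary screen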
EBI2 antag: antagonists of human EBI2 receptor | AID 651636 | 360,000 compounds, 0.81% hits | inhibition, % at 5 µM | EBI2 beta-arrestin recruitment, luminescence, 7a,25-OHC stimulated; in the data active means inhibition above about 38%;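 further: enzyme fragment complementation signal reports receptor beta-arrestin coupling in cells; 0% = agonist plus DMSO wells and 100% = wells without agonist; some results beyond the cut were filed as inactive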
CHOP UPR activ: apoptotic UPR (CHOP) activation | CHO-CHOP luciferase reporter, luminescence; percent of tunicamycin response over DMSO baseline | activation, % at 10 µM | 330,000 compounds, 0.34% hits | AID 449763;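 active means at 10 µM dose, activation of 40% or more, normalized to positive control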;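 further: 100% = tunicamycin at 10 µg/mL and 0% = DMSO alone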
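Test system: CHO CHOP reporter cells. Input: 500 CHO-CHOP cells per well. Medium: F12 with 10% FBS. Technique: luciferase luminescence. Measure: percent activation relative to tunicamycin control. Dosing: 10 µM compound, 0.5% DMSO. Timing: 16-18 h cell attachment, then 6 h compound exposure, 37 °C.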
An asterisk follows results filed as active.

`CN1C(=O)[C@H]2[C@@H](/C=C/c3ccccc3)N3C(=O)CN(Cc4ccc(-c5ccccc5)cc4)C(=O)[C@@]3(Cc3ccccc3)[C@H]2C1=O` gave CCR6 antag -2, UPR XBP1 act 2, 697 NFkB inh -19, CXCR6 inh 9, Jurkat NFkB inh 7, Gli-Sufu antag 9, Mdm2 MdmX PPI -15, EBI2 antag 13 and CHOP UPR activ 1.7.
Screening Cc1cccc(-c2nsc(SCC(=O)NCc3ccc4c(c3)OCO4)n2)c1 returned CCR6 antag 28, UPR XBP1 act 0, 697 NFkB inh 13, CXCR6 inh 1, Jurkat NFkB inh 10, Gli-Sufu antag -1, Mdm2 MdmX PPI -8, EBI2 antag 3 and CHOP UPR activ 1.8.
For CC(=O)OCC1=C(C(=O)O)N2C(=O)C(NC(=O)CCn3nc(C(F)(F)F)c(Br)c3C3CC3)C2SC1 (stereo unspecified) the results were CCR6 antag 5, UPR XBP1 act 3, 697 NFkB inh 7, CXCR6 inh -12, Jurkat NFkB inh 1, Gli-Sufu antag -7, Mdm2 MdmX PPI 16, EBI2 antag 11 and CHOP UPR activ 0.5.
COc1ccc(-c2nc3c4ccccc4ccn3c2C=O)cc1 was read as CCR6 antag -11, UPR XBP1 act -1, 697 NFkB inh -13, CXCR6 inh -7, Jurkat NFkB inh -21, Gli-Sufu antag -27, Mdm2 MdmX PPI 11, EBI2 antag 1 and CHOP UPR activ 0.9.
For O=C(NCc1ccccc1F)c1cccs1 the results were CCR6 antag 7, UPR XBP1 act 1, 697 NFkB inh 17, CXCR6 inh 2, Jurkat NFkB inh 10, Gli-Sufu antag 5, Mdm2 MdmX PPI -5, EBI2 antag -7 and CHOP UPR activ 0.6.
CC(Sc1nc2ccccc2[nH]1)C(=O)Nc1ccccc1F (stereo unspecified) was read as CCR6 antag 7, UPR XBP1 act 1, 697 NFkB inh -1, CXCR6 inh -11, Jurkat NFkB inh 8, Gli-Sufu antag 1, Mdm2 MdmX PPI -11, EBI2 antag 14 and CHOP UPR activ 1.7.
Cc1nnc(SCC(=O)Nc2ccc3c(c2)COC3=O)n1-c1ccccc1 was read as CCR6 antag 7, UPR XBP1 act -4, 697 NFkB inh 2, CXCR6 inh 5, Jurkat NFkB inh -1, Gli-Sufu antag -6, Mdm2 MdmX PPI 16, EBI2 antag -3 and CHOP UPR activ -1.2.
For O=S1(=O)CCN(C(CCO)c2cccc(C(F)(F)F)c2)CC1 (stereo unspecified) the results were CCR6 antag 2, UPR XBP1 act -1, 697 NFkB inh 12, CXCR6 inh -2, Jurkat NFkB inh -8, Gli-Sufu antag 3, Mdm2 MdmX PPI -19, EBI2 antag -2 and CHOP UPR activ 1.4.
Screening CCCCn1c(=O)[nH]c(=O)c2c1nc(-c1ccc(C(F)(F)F)cc1)n2C returned CCR6 antag -2, UPR XBP1 act 3, 697 NFkB inh 7, CXCR6 inh -2, Jurkat NFkB inh -9, Gli-Sufu antag 16, Mdm2 MdmX PPI 16, EBI2 antag 1 and CHOP UPR activ 0.0.
For OC1(c2ccc(Cl)c(Cl)c2)C[n+]2ccccc2N1Cc1ccccc1 (stereo unspecified) the results were CCR6 antag 11, UPR XBP1 act 1, 697 NFkB inh -1, CXCR6 inh 1, Jurkat NFkB inh 35, Gli-Sufu antag 17, Mdm2 MdmX PPI 47, EBI2 antag -8 and CHOP UPR activ -1.3.
`O=C(NNS(=O)(=O)c1ccc(F)cc1)c1ccc2c(c1)OCO2` gave CCR6 antag 6, UPR XBP1 act -3, 697 NFkB inh 5, CXCR6 inh -4, Jurkat NFkB inh -18, Gli-Sufu antag -7, Mdm2 MdmX PPI -1, EBI2 antag -3 and CHOP UPR activ -2.1.
O=C(Cn1nnc2ccccc2c1=O)Nc1ccc2c(c1)CCC2 was read as CCR6 antag 10, UPR XBP1 act -1, 697 NFkB inh -32, CXCR6 inh 4, Jurkat NFkB inh -21, Gli-Sufu antag -6, Mdm2 MdmX PPI 5, EBI2 antag -1 and CHOP UPR activ 1.8.
`COc1ccc(N2CCN(C(=O)c3ccc(N4C(=O)NC5CC4(C)Oc4ccccc45)cc3)CC2)cc1` (stereo unspecified) gave CCR6 antag -7, UPR XBP1 act -1, 697 NFkB inh 11, CXCR6 inh 2, Jurkat NFkB inh 2, Gli-Sufu antag 4, Mdm2 MdmX PPI 12, EBI2 antag -8 and CHOP UPR activ -1.4.
For O=C(CNS(=O)(=O)c1ccc(Cl)c(C(F)(F)F)c1)NC1CCCCC1 the results were CCR6 antag 19, UPR XBP1 act 2, 697 NFkB inh 12, CXCR6 inh 1, Jurkat NFkB inh -4, Gli-Sufu antag -8, Mdm2 MdmX PPI 17, EBI2 antag -6 and CHOP UPR activ 0.4.
For Cc1cn2c(=O)c(C(=O)NCc3ccc4c(c3)OCO4)cnc2s1 the results were CCR6 antag 5, UPR XBP1 act -3, 697 NFkB inh 2, CXCR6 inh 6, Jurkat NFkB inh 11, Gli-Sufu antag -5, Mdm2 MdmX PPI -13, EBI2 antag -4 and CHOP UPR activ 0.7.
Screening Cc1ccc(NC(=O)N2CCC(O)(c3ccc(Cl)cc3)CC2)cc1 returned CCR6 antag 8, UPR XBP1 act 0, 697 NFkB inh -4, CXCR6 inh -7, Jurkat NFkB inh -1, Gli-Sufu antag -2, Mdm2 MdmX PPI -9, EBI2 antag 78* and CHOP UPR activ 2.3.
Screening CC1=C(C(=O)OC(C)C)C(c2cccs2)NC(=O)N1 (stereo unspecified) returned CCR6 antag 0, UPR XBP1 act 0, 697 NFkB inh -2, CXCR6 inh -7, Jurkat NFkB inh 7, Gli-Sufu antag -13, Mdm2 MdmX PPI 23, EBI2 antag 2 and CHOP UPR activ -0.7.
CCc1ccc(OCC(=O)N/N=C/c2cc([N+](=O)[O-])ccc2N2CCOCC2)cc1 was read as CCR6 antag 13, UPR XBP1 act -2, 697 NFkB inh -6, CXCR6 inh 3, Jurkat NFkB inh 17, Gli-Sufu antag 31, Mdm2 MdmX PPI -15, EBI2 antag -2 and CHOP UPR activ 3.6.
For COC(=O)c1ccc(CO/N=C/c2cccc([N+](=O)[O-])c2)cc1 the results were CCR6 antag 4, UPR XBP1 act 3, 697 NFkB inh -8, CXCR6 inh -4, Jurkat NFkB inh 10, Gli-Sufu antag 2, Mdm2 MdmX PPI 23, EBI2 antag -4 and CHOP UPR activ 1.4.
Screening CC(C(=O)Nc1ccc(Cl)cc1)N1C(=O)NC2(CCCC2)C1=O (stereo unspecified) returned CCR6 antag -1, UPR XBP1 act -3, 697 NFkB inh 21, CXCR6 inh 0, Jurkat NFkB inh 2, Gli-Sufu antag -3, Mdm2 MdmX PPI 3, EBI2 antag -3 and CHOP UPR activ 1.0.
`O=C(Nc1sc2c(c1C(=O)NCCO)CCCC2)c1ccco1` gave CCR6 antag 18, UPR XBP1 act -3, 697 NFkB inh -1, CXCR6 inh 6, Jurkat NFkB inh 10, Gli-Sufu antag 2, Mdm2 MdmX PPI 6, EBI2 antag 3 and CHOP UPR activ -1.5.
For CC1CCCCC1NC(=O)c1cc(=O)[nH]c2ccccc12 (stereo unspecified) the results were CCR6 antag 5, UPR XBP1 act -2, 697 NFkB inh 19, CXCR6 inh -3, Jurkat NFkB inh 2, Gli-Sufu antag -5, Mdm2 MdmX PPI 10, EBI2 antag -8 and CHOP UPR activ -0.1.
`Nc1nc(SCC(=O)N2CCCCC2)[nH]c(=O)c1NC(=O)c1cccs1` gave CCR6 antag 3, UPR XBP1 act -2, 697 NFkB inh 9, CXCR6 inh 1, Jurkat NFkB inh 5, Gli-Sufu antag 1, Mdm2 MdmX PPI -5, EBI2 antag -4 and CHOP UPR activ 0.4.
`Oc1ccc(-c2cnns2)c(O)c1` gave CCR6 antag 29, UPR XBP1 act -3, 697 NFkB inh -29, CXCR6 inh 3, Jurkat NFkB inh 3, Gli-Sufu antag 9, Mdm2 MdmX PPI 7, EBI2 antag 1 and CHOP UPR activ 2.8.
Cn1cnc(S(=O)(=O)Nc2ccc(OC(F)(F)F)cc2)c1 was read as CCR6 antag 7, UPR XBP1 act 2, 697 NFkB inh 0, CXCR6 inh 10, Jurkat NFkB inh -3, Gli-Sufu antag -2, Mdm2 MdmX PPI 22, EBI2 antag -4 and CHOP UPR activ -0.4.
For Cc1nn(Cc2c(Cl)cccc2Cl)c(Cl)c1/C=N/NC(=O)c1cccnc1 the results were CCR6 antag 10, UPR XBP1 act 1, 697 NFkB inh -40, CXCR6 inh -18, Jurkat NFkB inh -5, Gli-Sufu antag -44, Mdm2 MdmX PPI 16, EBI2 antag 2 and CHOP UPR activ 2.9.
Screening CCOc1ccc2nc(SCC(=O)NCc3ccc(S(N)(=O)=O)cc3)sc2c1 returned CCR6 antag -8, UPR XBP1 act -2, 697 NFkB inh -9, CXCR6 inh -6, Jurkat NFkB inh -3, Gli-Sufu antag -12, Mdm2 MdmX PPI -5, EBI2 antag -12 and CHOP UPR activ 0.3.
O=S(=O)(N1CCOCC1)N1CCCN(S(=O)(=O)N2CCOCC2)CC1 was read as CCR6 antag -10, UPR XBP1 act -2, 697 NFkB inh 3, CXCR6 inh 4, Jurkat NFkB inh -1, Gli-Sufu antag 4, Mdm2 MdmX PPI -7, EBI2 antag 0 and CHOP UPR activ -0.8.
For CCn1cc(C(=O)O)c(=O)c2cc(F)c(N/N=C/c3ccccc3)cc21 the results were CCR6 antag 3, UPR XBP1 act 0, 697 NFkB inh -59, CXCR6 inh -11, Jurkat NFkB inh -7, Gli-Sufu antag -9, Mdm2 MdmX PPI -17, EBI2 antag 10 and CHOP UPR activ 0.7.
Screening Cc1c(O)ccc(/C(Cc2ccc3ccccc3n2)=N\N)c1O returned CCR6 antag -2, UPR XBP1 act 2, 697 NFkB inh -12, CXCR6 inh 0, Jurkat NFkB inh -47, Gli-Sufu antag -34, Mdm2 MdmX PPI -17, EBI2 antag 13 and CHOP UPR activ 6.0.
Screening Nc1cc(Cl)ccc1C(=O)OCC(=O)NCC1CCCO1 (stereo unspecified) returned CCR6 antag -1, UPR XBP1 act -2, 697 NFkB inh 10, CXCR6 inh 4, Jurkat NFkB inh -4, Gli-Sufu antag 5, Mdm2 MdmX PPI 1, EBI2 antag -17 and CHOP UPR activ 1.8.

Compound activity from PubChem.
